Screening results as filed in PubChem.
ALOX12 inh = Primary qHTS assay for inhibitors of human arachidonate 12S-lipoxygenase (ALOX12): Round 2; purified 12hLO, xylenol orange hydroperoxide absorbance; Potency, µM (series often up to 108 µM), inactives show at the highest dose activity change, negative = inhibition, hits mostly inhibitors; actives 1.1% (n = 580,000); AID 1671190, 2021; note: % is set by controls: 0 for no effect and ±100 for the full control effect
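Hydroperoxide product was detected by ferrous iron/xylenol orange as the 573 to 405 nm absorbance ratio. Arachidonic acid at 40 uM (final) was turned over for 30 min at room temperature by 150 nM human 12hLO, pH 7.0 Hepes buffer, after 15 min compound preincubation.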
rTrxR1 inhibitor = qHTS Assay for Inhibitors of Mammalian Selenoprotein Thioredoxin Reductase 1 (TrxR1): qHTS; Thioredoxin reductase 1, cytoplasmic (Rattus norvegicus), O89049; recombinant rTrxR1, NADPH fluorescence consumption, selenite substrate; Potency, µM (highest dose often 114 µM), inactives show at the highest dose activity change, negative = inhibition, usual class: inhibitors; actives 1% (n = 390,000); AID 588453, 2011; note: % is set by controls: 0 for no effect and ±100 for the full control effect; nearly all actives have a fitted effect of over 65% in size
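Rat TrxR1 (90 nM in the dispensed reagent) was pre-reduced with 400 uM NADPH for 5 min at room temperature, then incubated with compound for 15 min. After 400 uM selenite was added, NADPH fluorescence (Ex 340/Em 450 nm) was followed for 8 min.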
Vif-APOBEC3G blk = qHTS for Inhibitors of Vif-A3G Interactions: qHTS; AID 602310, 2012; HeLa A3G-eYFP + Vif (tagged APOBEC3G with the HIV-1 protein that degrades it), YFP fluorescence, overnight; actives 0.076% (n = 410,000); Potency, µM (highest dose often 46.1 µM), for the others: at the highest dose activity, negative = active, usual class: inhibitors; DNA dC->dU-editing enzyme APOBEC-3G (Homo sapiens), Q9HC16;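 note: % is set by controls: 0 for no effect and ±100 for the full control effect; nearly all actives have a fitted effect of over 60% in size; hits raise eYFP signal because A3G escapes Vif-driven loss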
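Read-out is eYFP fluorescence (Ex 488/Em 500-530) from Vif-expressing HeLa A3G-eYFP cells; more signal means A3G escaped Vif-mediated degradation. Cells plated overnight, compound pinned in, incubated overnight at 37 deg C.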
USP1 inh = Inhibitors of USP1/UAF1: Primary Screen | Ubiquitin carboxyl-terminal hydrolase 1 (Homo sapiens), O94782 | recombinant USP1/UAF1, Ub-Rhodamine cleavage fluorescence | Potency, µM (highest dose often 57.1 µM), inactives show at the highest dose activity change, negative = inhibition, actives largely listed as inhibitors | actives 0.23% (n = 390,000); note: % is set by controls: 0 for no effect and ±100 for the full control effect; nearly all actives have a fitted effect of over 60% in size; inactives centre near -12
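Step one: compound is pinned into 1nM USP1/UAF1 in HEPES pH 7.8 buffer with TCEP. Step two: 15 min room-temperature incubation. Step three: Ub-Rho (150nM final) starts cleavage, tracked by fluorescence over six one-minute reads.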
Vif-APOBEC3F blk = qHTS for Inhibitors of Vif-A3F Interactions: qHTS; Potency, µM (doses to about 46.1 µM), for inactives: top-dose activity, negative = active; HeLa A3F-eYFP + Vif (tagged APOBEC3F with the HIV-1 protein that degrades it), YFP fluorescence increase; actives 0.2% (n = 390,000); note: % of control where 0% means no effect; nearly all actives have a fitted effect of over 65% in size
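HeLa cells stably expressing Vif plus C-terminally eYFP-tagged A3F were seeded, incubated overnight at 37 deg C, dosed with compound, incubated overnight again at 37 deg C. Yellow fluorescence (Ex 488/Em 500-530) reported blocked Vif-mediated A3F-eYFP degradation.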
IDH1 R132H inh = qHTS for Inhibitors of mutant isocitrate dehydrogenase 1 (IDH1): qHTS; IDH1-R132H enzyme, NADPH consumption, diaphorase/resazurin fluorescence; actives 0.093% (n = 390,000); Potency, µM (titrated, usually from 76.6 µM), for the others: at the top dose activity change, negative = inhibition, most hits filed as inhibitors; note: % is set by controls: 0 for no effect and ±100 for the full control effect; nearly all actives have a fitted effect of over 65% in size
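IDH1-R132H (0.5 ug/mL) preincubated 30 min with compound, then NADPH (0.016 mM) and alpha-KG (2 mM) added; 80 min at RT, pH 7.5. Remaining NADPH coupled via diaphorase/resazurin to fluorescence (540/590 nm); concentration-response curves normalized to no-enzyme control.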
RGS4 inhibitor = Inhibitors of Regulator of G Protein Signaling (RGS) 4: qHTS; Potency, µM (doses to about 114 µM), without a hit: at the highest dose activity change, negative = inhibition, usual class: inhibitors; actives 0.039% (n = 390,000); Regulator of G-protein signaling 4 (Homo sapiens), P49798; Transcreener GDP fluorescence polarization, RGS4-accelerated GTP hydrolysis; note: % is set by controls: 0 for no effect and ±100 for the full control effect; nearly all actives have a fitted effect of over 75% in size; some results filed as inactive show a strong effect at the top dose
Target sequence (P49798 whole entry, looked up): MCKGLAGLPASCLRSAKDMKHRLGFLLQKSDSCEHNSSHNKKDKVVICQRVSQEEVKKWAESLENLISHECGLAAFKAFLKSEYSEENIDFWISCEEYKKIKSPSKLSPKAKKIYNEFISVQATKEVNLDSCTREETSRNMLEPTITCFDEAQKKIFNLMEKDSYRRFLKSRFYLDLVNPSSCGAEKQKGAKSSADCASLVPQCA
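MLSMR compounds (23 nl, pin-transferred) preincubated 10 min at room temperature with a 500nM (2x) first reagent, then RGS4 at 900nM (2x) plus Transcreener GDP mix added; fluorescence polarization (620/688 nm) read before and after 90 min at 30 °C.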
TrxR1 substrate = qHTS Assay for Substrates of Mammalian Selenoprotein Thioredoxin Reductase 1 (TrxR1): qHTS | AID 588456, 2011 | Potency, µM (titrated, usually from 114 µM), for inactives: top-dose activity change, negative = substrate turnover | actives 0.01% (n = 390,000) | Thioredoxin reductase 1, cytoplasmic (Rattus norvegicus), O89049 | purified TrxR1 substrate turnover, NADPH consumption readout; note: % is set by controls: 0 for no effect and ±100 for the full control effect; nearly all actives have a fitted effect of over 50% in size
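Rat TrxR1, dispensed at 90 nM, was prereduced with 400 uM NADPH (final) for 5 min at ~22 deg C, then incubated with compound 15 min before 400 uM selenite. A first-read NADPH fluorescence drop versus no-compound background flagged substrates.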
RXFP1 ag = qHTS Assay for Agonists of the Relaxin Receptor RXFP1. Relaxin receptor 1 (Homo sapiens), Q9HBX9. actives 0.3% (n = 370,000). Potency, µM (top dose mostly 57.5 µM), inactives show at the top dose activation, most hits filed as activators. HEK293T-RXFP1 cAMP TR-FRET, 30 min; response scale: percent of porcine relaxin response, buffer zero. AID 2676, 2010; note: % is set by controls: 0 for no effect and ±100 for the full control effect; nearly all actives have a fitted effect of over 60% in size; many of its hits are not listed in these tables
Target sequence (Q9HBX9 whole entry, looked up): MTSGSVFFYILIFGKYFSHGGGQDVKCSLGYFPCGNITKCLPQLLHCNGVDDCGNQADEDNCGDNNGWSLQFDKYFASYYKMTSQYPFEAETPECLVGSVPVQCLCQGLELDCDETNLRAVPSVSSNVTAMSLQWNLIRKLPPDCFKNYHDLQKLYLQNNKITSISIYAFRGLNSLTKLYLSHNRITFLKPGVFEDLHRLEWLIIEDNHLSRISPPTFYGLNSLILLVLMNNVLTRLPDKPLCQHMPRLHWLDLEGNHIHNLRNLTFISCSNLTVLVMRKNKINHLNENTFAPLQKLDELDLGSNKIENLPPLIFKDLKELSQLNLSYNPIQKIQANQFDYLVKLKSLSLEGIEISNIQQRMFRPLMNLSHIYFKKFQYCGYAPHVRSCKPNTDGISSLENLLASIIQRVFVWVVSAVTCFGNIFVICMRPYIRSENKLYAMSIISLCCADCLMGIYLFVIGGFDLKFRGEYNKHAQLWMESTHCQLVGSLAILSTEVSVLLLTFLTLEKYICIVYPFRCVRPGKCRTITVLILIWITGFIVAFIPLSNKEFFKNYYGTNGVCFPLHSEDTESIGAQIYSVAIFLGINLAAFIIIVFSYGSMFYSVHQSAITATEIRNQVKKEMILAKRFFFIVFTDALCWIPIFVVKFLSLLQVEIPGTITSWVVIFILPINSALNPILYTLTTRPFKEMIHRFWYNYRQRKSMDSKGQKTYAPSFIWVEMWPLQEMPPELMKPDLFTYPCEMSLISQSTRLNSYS
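HEK293 cells stably expressing RXFP1, treated 30 min at 37C with compounds plus PDE4 inhibitor Ro 20174; cAMP measured by HTRF TR-FRET. Normalized to buffer and 29 nM porcine relaxin; EC50 by Hill fit.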
The depositor's hits bear a star; ? = inconclusive; . = no result given; & = joins results of further samples; [ ] = remark or other dose. Calls come from the whole dose curve; as a rule, active = well fitted curve in the direction sought with a large enough effect; inconclusive = small, poorly fitted or top-dose-only effect, or another doubt; inactive = no such curve, though single readings can be large; an effect the other way counts as inactive or inconclusive. Potency is the fitted concentration of half-maximal effect.

SMILES	ALOX12 inh	rTrxR1 inhibitor	Vif-APOBEC3G blk	USP1 inh	Vif-APOBEC3F blk	IDH1 R132H inh	RGS4 inhibitor	TrxR1 substrate	RXFP1 ag
Cc1ccc(CNc2ccc(Cl)cc2[N+](=O)[O-])cc1	-18%	-6%	2%	-15%	1%	-3%	-40%	-8%	1.2%
Cc1cc(-c2n[nH]c(=S)n2/N=C/c2cc([N+](=O)[O-])ccc2Cl)n[nH]1	?	?	-7%	3%	9%	4%	-26%	-10%	8.6%
COc1ccc(NC(=O)Cn2cc(S(=O)(=O)N3CCN(c4ccccc4F)CC3)c3ccccc3c2=O)cc1Cl	-15%	29%[0.457 µM]	6%	-18%	-7%	0%	9%	9%[0.457 µM]	9.0%
O=C(O)C1CCCN1S(=O)(=O)c1ccccc1 (stereo not given)	-5%	9%	1%	-7%	-24%	0%	-24%	3%	1.9%
CCn1c(NCc2ccco2)nc2c1c(=O)n(C)c(=O)n2C	-3%	16%	0%	-10%	-8%	9%	-16%	8%	9.1%
CC(NC(=O)Nc1ccccc1C(F)(F)F)c1c(-n2cccc2)sc2c1CCCC2 (stereo not given)	-24%	-4%	-1%	-2%	4%	0%	5%	-12%	-2.8%
COCCC(=O)Nc1c(-c2ccccc2)c2cc(Br)ccc2[nH]c1=O	0%	6%	-6%	-10%	-7%	3%	5%	-6%	0.4%
Cc1ccc(N(CC(=O)NC2CCCC2)C(=O)CNC(=O)c2cccs2)cc1F	3%	1%	-2%	-15%	-2%	0%	16%	-6%	0.2%
Cc1cc2ccccn2c1C(=O)Nc1cccc(Cl)c1	0%	24%[57.1 µM]	0%	-20%	-9%	4%	26%	17%[57.1 µM]	0.6%
CCC(C(=O)NCCc1ccccc1)c1ccccc1 (stereo not given)	0%	28%	-2%	-6%	-5%	-5%	16%	-1%	0.0%
CCOc1ccc(S(=O)(=O)Nc2cc(S(=O)(=O)N3CCOCC3)ccc2OC)cc1	?	30%	-1%	-25%	-1%	-4%	-12%	4%	-2.1%
C#CCSc1nc(=O)c2cccnc2n1-c1ccc(C)cc1	?	-17%	0%	-7%	12%	-4%	16%	-4%	0.1%
CCOC(=O)N1CCN(S(=O)(=O)c2cc(OCC)ccc2OCC)CC1	-9%&19%	-8%	2%	-2%	-10%	1%	10%	-13%	1.6%
CCOc1ccc(CN2CCC(C(=O)Nc3cccc(-c4ccn[nH]4)c3)CC2)cc1Cl	-16%	21%	6%	-5%	-11%	-1%	22%	-5%	3.9%
Cc1cc(SCc2cc(=O)n3ccsc3n2)nc2ccccc12	-1%	5%[57.1 µM]	-4%	-7%	11%	17%	15%	5%[57.1 µM]	-2.3%
COC(=O)c1cc(NC(=O)COC(=O)CCc2c[nH]c3ccccc23)cc(C(=O)OC)c1	4%	8%	-2%	-1%	5%	-28%	10%	4%	-0.3%
Cc1ccc(NC(=O)C2CCCN(S(=O)(=O)c3cccc4nonc34)C2)cc1 (stereo not given)	0%	-2%[57.1 µM]	-4%	-14%	-13%	4%	12%	-4%[57.1 µM]	2.6%
COc1ccc(Br)cc1CN1CCSCC1	-38%	-54%	-1%	-7%	-20%	5%	-24%	-5%[57.1 µM]	2.1%
O=C(O)C1CCCN(CCC=C(c2ccccc2)c2ccccc2)C1 (stereo not given)	?	?	-3%	9%	-6%	3%	-5%[56.9 µM]	6%[57.1 µM]	.
CCN(CC)CCCC(C)n1c(C)cc(C(=O)NS(=O)(=O)c2ccc(C)cc2)c1C (stereo not given)	1%	.	2%	-28%	1%	0%	.	.	.
CCCS(=O)(=O)N1CCC(C(=O)NCC2CCCO2)CC1 (stereo not given)	254%[activator]	5%[57.1 µM]	0%	0%	-8%	2%	6%	14%	-0.1%
CNC[C@H]1OCCCC[C@H](C)Oc2ccc(NC(=O)CCCN(C)C)cc2C(=O)N([C@H](C)CO)C[C@@H]1C	11%	.	-5%	-16%	-10%	4%	.	.	.
CC(=O)CC(C)(C)Nc1nc2ccc([N+](=O)[O-])cc2o1	?	-23%	-4%	-16%	-1%	-8%	1%	-20%	0.5%
Nc1cc([N+](=O)[O-])ccc1N1C(=O)CCCC1=O	?	1%[57.1 µM]	1%	-18%	0%	-11%	-10%	-4%[57.1 µM]	-0.5%
CCCCCC1CC(CC/C(C)=N/NC(N)=O)C(=O)O1 (stereo not given)	-2%	29%	1%	-3%	3%	3%	-13%	11%[57.1 µM]	2.6%
CCC(C)(C)NC(=O)/C=C/c1cc(OC)c(OC)c(S(=O)(=O)N2CCc3ccccc32)c1	1%	21%	-3%	-29%	0%	9%	0%	2%	3.5%
COCCNc1oc(-c2cccs2)nc1S(=O)(=O)c1ccc(C)cc1	-20%&-18%	20%[57.1 µM]	-4%	-2%	12%	4%	4%	5%[57.1 µM]	-1.0%
Cc1cc(C)cc(NS(=O)(=O)c2c(C(=O)N3CCCCCC3)c(C)n(C)c2C)c1	48%[activator]	18%	1%	-28%	1%	0%	2%	7%	-0.8%
COc1cc(NC(=O)CS(=O)(=O)c2ccc(C)cc2)cc(OC)c1OC	0%	4%[57.1 µM]	-2%	-11%	-3%	1%	-10%	5%[57.1 µM]	2.8%
COCc1cc(C)nc(Oc2ccccc2)c1C#N	-24%	31%[57.1 µM]	-1%	-21%	-8%	9%	-5%	8%[57.1 µM]	-3.1%

Brought forward from above: two compounds, followed by the next part.
SMILES	ALOX12 inh	rTrxR1 inhibitor	Vif-APOBEC3G blk	USP1 inh	Vif-APOBEC3F blk	IDH1 R132H inh	RGS4 inhibitor	TrxR1 substrate	RXFP1 ag
COc1cc(NC(=O)CS(=O)(=O)c2ccc(C)cc2)cc(OC)c1OC	0%	4%[57.1 µM]	-2%	-11%	-3%	1%	-10%	5%[57.1 µM]	2.8%
COCc1cc(C)nc(Oc2ccccc2)c1C#N	-24%	31%[57.1 µM]	-1%	-21%	-8%	9%	-5%	8%[57.1 µM]	-3.1%
CC(C)(C)NS(=O)(=O)c1ccc(CCC(=O)Nc2ccc3c(c2)OCCO3)cc1	-25%	2%	1%	-24%	1%	1%	-2%	1%	0.3%
COCCN1C(=O)c2oc3cc(C)cc(C)c3c(=O)c2C1c1cccc(O)c1 (stereo not given)	?	2%	.	-8%	.	.	3%	0%	-0.3%
O=C(Nc1nc2c(Br)cc(Br)cc2c(=O)s1)C1CCC1	?	-6%	-14%	-13%	-9%	?	?	-6%	?
O=C(Nc1ccc2c(c1)CCC2)c1cc(S(=O)(=O)N2CCN(c3ccccc3)CC2)ccc1Cl	-19%	18%[57.1 µM]	0%	-14%	-12%	2%	-33%	0%[57.1 µM]	1.8%
CCC(=O)Nc1ccc(S(=O)(=O)NC[C@H]2O[C@@H](n3cc(C)c(=O)[nH]c3=O)C[C@@H]2O)cc1	-4%	.	-6%	-24%	-3%	-6%	.	.	.
CN(NC1OC(=O)c2ccccc21)c1ccc(Cl)cc1[N+](=O)[O-] (stereo not given)	6%	-5%	-3%	-6%	2%	4%	7%	3%[57.1 µM]	-1.1%
Cc1cc(=O)n2nc(N3CCC(C(=O)NCc4cccc(Br)c4)CC3)sc2n1	0%	12%	-4%	-30%	5%	-1%	25%	3%	5.1%
COc1ccccc1CNc1ncnc2c1nnn2Cc1ccccc1	-14%	10%	1%	-12%	0%	0%	10%	0%	0.0%
COc1ccc(C2=NS(=O)(=O)N(C)C(C(=O)Nc3cc(OC)c(OC)c(OC)c3)=C2)cc1	-20%	8%	-6%	-15%	-3%	-4%	15%	-5%	0.5%
CC(C)C[C@@H](C(=O)NC1CCN(Cc2ccccc2)CC1)N1C(=O)N2CCc3c([nH]c4ccccc34)[C@@]2(C)C1=O	?	8%	-7%	-4%	0%	-3%	0%	-3%	1.8%
NC(=O)c1ccc(NC(=O)CSc2nncn2-c2ccccc2)cc1	-24%	15%[57.1 µM]	-5%	-18%	-27%	7%	-25%	8%[57.1 µM]	-2.4%
CN1C(=O)N(C)C2C1NC(=O)N2C (stereo not given)	1%	6%	2%	9%	-3%	-1%	16%	3%[57.1 µM]	1.1%
O=C(/C=C/c1ccco1)NC(=S)N1CCCCC1	-16%	28µM*	0%	-18%	0%	2%	-48%	-4%	-1.4%
CC1(C)CC(=O)CC(C2(O)C(=O)N(Cc3ccccc3)c3ccccc32)O1 (stereo not given)	-7%	-9%	-4%	-15%	2%	-2%	-15%	-1%	5.1%
CCS(=O)(=O)c1ccc2oc(SCC(=O)NCCC3=CCCCC3)nc2c1	0%	1%[57.1 µM]	-5%	3%	-6%	1%	3%	-17%	0.7%

The list is partial, so the mix of outcomes need not match the whole.
